High-throughput results as filed in PubChem BioAssay.
NCI-60 one-dose screen, 48 h, at 10 µM unless noted. Numbers give growth in % (100 = growth as untreated, 0 = no growth, -100 = all killed).
SK-MEL-2 = SK-MEL-2 melanoma; 77,000 tested, 4.7% active
LOX IMVI = LOX IMVI melanoma | 79,000 tested, 7.4% active | AID 1794757
SK-MEL-5 = SK-MEL-5 melanoma; AID 1794755; 80,000 tested, 6.4% active
T-47D = T-47D breast cancer; 79,000 tested, 5% active
SK-MEL-28 = SK-MEL-28 melanoma; 81,000 tested, 4.1% active
HS 578T = HS 578T breast cancer; 78,000 tested, 4.1% active; AID 1794788
BT-549 = BT-549 breast cancer; 78,000 tested, 4.4% active
MDA-MB-435 = MDA-MB-435 melanoma | 82,000 tested, 7.8% active | AID 1794794
Numbers without * were called inactive; x = no result given; & = joins results of further samples. How the source made its calls: active means growth percent below 10; inactive means the rest.

SMILES	SK-MEL-2	LOX IMVI	SK-MEL-5	T-47D	SK-MEL-28	HS 578T	BT-549	MDA-MB-435
O=C1OC2(c3ccc(O)cc3Oc3cc(O)ccc32)c2ccccc21	90&112	97&95	97&105	98&112	107&103	108&104	100&125	101&83
CC1(C)CC[C@]2(C(=O)N3CCOCC3)CC[C@]3(C)C(=CC[C@@H]4[C@@]5(C)C/C(=C/c6ccncc6)C(=O)C(C)(C)[C@@H]5CC[C@]43C)[C@@H]2C1	-6.7*	-84*	-63*	20	-14*	28	-2.6*	6.8*
CS(=O)(=O)c1ccc(C(=O)c2ccc(Cl)cc2)cc1	101	90	99	94	102	97	95	93
O=C1c2ccccc2C[C@]12C(c1ccccc1)=NOS2=O (some centres undefined)	101	87	90	94	105	90	105	109
Cn1ccnc1C(=O)/C=C/C=C/c1ccc(C(=O)Nc2ccc(F)cc2)cc1	91	-66*	30	28	40	39	36	4.5*
CN(C)Cc1cc(CN(C)C)c(O)c(CN(C)C)c1	102	108	103	97	109	121	96	118
O=C1Nc2ccccc2C1=Nc1ccc(O)cc1	105	114	99	100	113	100	111	103
CCOC(=O)c1cc(C(=O)c2ccc(OC)cc2)n2ccc(/C=C/c3ccncc3)cc12	106	98	100	109	104	101	113	102
COCCn1cc(-c2nc(-c3cc4cccnc4n3C)cs2)c2ccccc21	19	39	2.5*	-37*	73	61	25	6.8*
COc1cc(-c2n[nH]nc2-c2ccccn2)cc(OC)c1OC	x	99	102	87	120	98	117	106
CN1CCN(c2ccc(Nc3nc(NCCCNS(=O)(=O)c4ccccc4)c4sccc4n3)cc2)CC1	106	-22*	25	37	-24*	80	62	51
S=C1SCC(COc2ccc(Cl)cc2)S1 (centres undefined)	112	102	118	94	118	x	114	93
C[C@]12C/C(=C/O)C(=O)C[C@@H]1CC[C@@H]1[C@@H]2CC[C@]2(C)OC(=O)/C(=C\O)C[C@@H]12	106	93	103	90	100	100	103	102
CN1CCNCC1	87	107	102	95	110	107	107	114
CN(C)CC(=O)Nc1ccc(-n2cc(-c3ccncc3)c(-c3ccc(Cl)c(O)c3)n2)cc1	102	91	90	91	99	113	104	94
O=[N+]([O-])c1cccc(-c2nc3sccn3c2-c2ccnc(NCCCNS(=O)(=O)c3ccc(F)cc3)n2)c1	-16*	-21*	-77*	-12*	-1.8*	22	-12*	1.7*
O=C(O)C[C@H](O)C[C@H](O)/C=C/c1c(C2CC2)nc2ccccc2c1-c1ccc(F)cc1	x	35	68	96	113	70	75	94
CCOc1cc(CC(=O)N[C@@H](CC(C)C)c2ccccc2N2CCCCC2)ccc1C(=O)O	x	95	101	87	111	100	109	95
Cc1[nH]c(C(=O)Nc2ccc(C(=O)NCC(=O)O)cc2OC2CCNCC2)c(Cl)c1Cl	111	98	104	107	113	99	111	108
CCc1cccc(CC)c1N1C(=O)CC(Sc2ccccc2N)C1=O (centres undefined)	113	92	91	107	85	92	123	67
Cc1ccc(Nc2nc(N)nc(C(Cl)(Cl)Cl)n2)c(O)c1	112	96	98	70	105	96	106	104
COc1ccc(Sc2cccc(Cl)c2)c(C(=O)O)c1	105&105	90&93	99&100	87	101&111	92&105	115&99	102&103
c1ccc(-c2ccc(-c3nc4cnccn4c3NCCN3CCOCC3)cc2)cc1	93	101	91	x	96	90	89	102
Cc1cc2c(c(=O)o1)C1(C)CC(C)(O2)c2c(cc(C)oc2=O)O1	113	107	94	x	113	102	99	113
O=C(Nc1ncc(Cc2ccc(Cl)cc2)s1)C1=NCCCN1	105	97	100	85	113	103	108	102
COc1ccc(-c2nn(-c3cccc(Cl)c3)cc2-c2cc(-c3cccs3)nc(N)n2)cc1	101	94	96	97	111	104	101	109
Cc1c(CCO)cc(-c2ccc(Cl)cc2)n1-c1ccccc1	107	97	98	87	115	106	110	105
CCc1noc2cc(-c3ccccc3)n(C)c(=O)c12	x	100	95	93	108	114	96	100
C=C(C/C=C(\C)C(=O)N[C@H](C(=O)N1CCCC1c1nccs1)C(C)C)Cc1ccccc1 (some centres undefined)	101	95	101	88	105	96	90	105
O=C(/C=C/c1ccco1)c1ccco1	107	99	x	101	105	119	99	104

In a second layout: entries from further up.
S=C1SCC(COc2ccc(Cl)cc2)S1 (centres undefined)
- SK-MEL-2: 112
- LOX IMVI: 102
- SK-MEL-5: 118
- T-47D: 94
- SK-MEL-28: 118
- HS 578T: x
- BT-549: 114
- MDA-MB-435: 93

CCc1noc2cc(-c3ccccc3)n(C)c(=O)c12
- SK-MEL-2: x
- LOX IMVI: 100
- SK-MEL-5: 95
- T-47D: 93
- SK-MEL-28: 108
- HS 578T: 114
- BT-549: 96
- MDA-MB-435: 100

The list goes on:
SMILES	SK-MEL-2	LOX IMVI	SK-MEL-5	T-47D	SK-MEL-28	HS 578T	BT-549	MDA-MB-435
C=C(C)[C@H]1CC/C(C)=C/CC[C@]2(C)O[C@H]2CC/C(COC(C)=O)=C\C1=O	x	88	109	95	116	119	x	95
O=S(=O)(CS(=O)(=O)c1ccccc1)c1ccccc1	101	97	106	96	116	106	103	110
C/C(=N\O)[C@H]1CC[C@H]2[C@@H]3CCC4=C/C(=N/O)CC[C@]4(C)[C@H]3C(=O)C[C@]12C	92	98	89	101	112	92	92	110
CCCCCCC1=CC(=O)CC(=O)C1	104	101	111	97	123	118	104	121
O=C1OC(c2ccccc2)(c2ccc3cc(O)ccc3c2)c2ccccc21 (centres undefined)	117	84	107	88	109	108	99	103
O=C1NCCN(C(C(=O)NC23CC4CC(CC(C4)C2)C3)c2c[nH]c3ccccc23)C(=O)c2ccccc21 (centres undefined)	88	77	94	86	101	103	93	97
O=C1C(=O)c2ccccc2C(O)=C1CCCc1ccc(C2CCCC2)cc1	33	1.8*	16	60	53	32	40	42
CSc1nnc(-c2cnn3c2NC(c2ccccc2)C3)n1-c1ccccc1 (centres undefined)	92	100	105	84	101	110	86	98
O=C1Nc2ccc(Cl)cc2C12Nc1ccccc1S2 (centres undefined)	105	97	97	69	115	105	95	x
CN(C)Cc1cc(C(C)(C)C)cc(Cl)c1O	103	90	99	90	111	104	99	114
COc1cccc(NC(=O)N/C(N)=N/c2nc(-c3cccc([N+](=O)[O-])c3)cs2)c1	90	82	45	59	89	68	74	67
COc1ccc(Nc2ccnc(NCCCNc3ccnc4cc(Cl)ccc34)n2)cc1	-86*	-80*	-98*	-52*	-94*	-52*	-17*	-95*
C=CCn1c(CN2CCN(c3cc4c(cc3F)c(=O)c(C(=O)O)cn4C3CC3)CC2)n[nH]c1=S	104	82	106	103	97	95	105	102
Cc1cc(O)cc2c1[C@]1(C)CCC3C(C)(C)CCC[C@]3(C)[C@H]1C2 (some centres undefined)	101	98	110	78	114	106	137	102
Cc1[nH][nH]c(=O)c1N=Nc1ccc(S(=O)(=O)N=C(N)N)cc1	120	104	100	89	109	108	94	105
N[C@H]1CN(C(=O)c2cc3cc(Br)c(F)c(F)c3[nH]2)C[C@@H]1O	102	90	x	91	106	99	90	99
O=C(O)CN(CCO)CC(=O)O	125	107	105	119	111	112	115	121
COc1cccc(NC(=O)N2CCCN(c3nc(-c4ccc(C)cc4)nc4ccccc34)CC2)c1	101	79	66	63	98	64	87	87
Nc1c(C(=O)c2ccc(Cl)cc2)oc2nc(-c3cnccn3)cc(-c3cccs3)c12	117	x	100	100	107	95	85	101
COc1ccc(/C=C/C(=O)c2ccc(-n3cc(CN4CCN(c5cc6c(cc5F)c(=O)c(C(=O)O)cn6C5CC5)CC4)nn3)cc2)cc1OC	97	-1.5*	51	28	35	21	51	5.4*
C/C(=N/O)c1ccc2c(c1)Cc1cc([N+](=O)[O-])ccc1-2	102	88	95	74	116	30	100	101
O=C1Nc2ccccc2SC1c1ccccc1 (centres undefined)	x	82	98	65	106	81	87	108
CCCn1nc(C(=O)N2CCCCC2)c2c1CCC(N1CCC(c3ccncc3)CC1)C2 (centres undefined)	105	98	102	99	115	103	79	102
O=S(=O)(O)SCc1ccccc1	99	99	103	96	102	114	89	111
CN(C)c1ccc(/C=N/NC(=O)CSc2nc3ccccc3c(=O)n2CCc2ccc(S(N)(=O)=O)cc2)cc1	98	81	72	67	103	78	68	94
CC(=O)Nc1cccc(-c2nc3ccccc3n2Cc2ccc(Cl)cc2)c1	90	91	89	77	106	89	91	93
CS(=O)(=O)OCC1CCC(COS(C)(=O)=O)O1 (centres undefined)	123	101	97	97	119	99	109	100
Cc1ccc2oc(=O)cc(Cn3c4ccc(Cl)cc4c4ccc([C@@H](C)C(=O)O)cc43)c2c1	94	96	94	85	100	100	89	102
Cc1cc(C)c2c(/C=N\Nc3nc(-c4ccc(Cl)cc4Cl)cs3)cc(=O)oc2c1	88	100	98	97	113	104	104	100
COc1cc(C2Cc3cnccc3-c3[nH]c(=O)c4ccncc4c32)cc(OC)c1OC (centres undefined)	108	100	103	91	100	98	96	99

Limited to T-47D and SK-MEL-28, for some of the entries so far:
| structure | T-47D | SK-MEL-28 |
| --- | --- | --- |
| S=C1SCC(COc2ccc(Cl)cc2)S1 (centres undefined) | 94 | 118 |
| C[C@]12C/C(=C/O)C(=O)C[C@@H]1CC[C@@H]1[C@@H]2CC[C@]2(C)OC(=O)/C(=C\O)C[C@@H]12 | 90 | 100 |

Next entries.
SMILES	SK-MEL-2	LOX IMVI	SK-MEL-5	T-47D	SK-MEL-28	HS 578T	BT-549	MDA-MB-435
O=C(C[n+]1ccccc1Br)c1ccccc1	99	86	99	105	100	116	100	106
Cc1ccc(N2CCN(C(=O)c3c(-c4ccccc4)nnc4ccccc34)CC2)c(C)c1	102	97	93	84	97	89	99	43
CCOC(=O)CNC	117	96	101	97	105	121	109	99
Cc1ccc(NC(=S)Nc2nccnc2OCc2ccccc2Cl)cc1	92	102	102	84	100	79	96	97
C=CCn1cc(-c2nc3ccccc3s2)c2cc(-c3ccc4c5c(cccc35)C(=O)N(CCN(C)C)C4=O)ccc21	101	99	99	99	105	99	106	106
NS(=O)(=O)c1ccc(CCN2C(=O)/C(=C\c3ccc(Cl)cc3)C=C2c2ccc(Oc3ccccc3)cc2)cc1	73	81	77	67	80	99	92	79
O=C(CN1CCOCC1)N1CCOCC1	109	100&100	105&107	101&110	107&123	106&111	97	101&116
COc1cccc(-c2nn(-c3ccccc3)cc2-c2ccnc(NCCCNS(=O)(=O)c3ccc(F)cc3)c2)c1	83	62	57	28	x	64	87	67
CCOC(=O)c1cc(C(=O)c2cc(OC)cc(OC)c2)n2nc(C)ccc12	16	49	31	44	79	36	49	-16*
c1ccc2c(c1)Nc1cc3ccccc3cc1S2	85	100	97	80	100	95	68	100
Cc1ccc(NCCN(C)C)c2c(=O)c3ccccc3sc12	72	-42*	-74*	22	2.8*	46	77	13
CCOC(=O)C1=C(O)C(=O)C(C(=O)OCC)C1 (centres undefined)	110	95	101	100	111	111	109	108
Oc1ccc(-c2nccs2)cc1	x	94	95	106	110	105	104	110
CCOc1ccc2nc(NC(=O)c3cccnc3Nc3ccc(Cl)cc3Cl)sc2c1	92	88	98	75	104	103	114	99

Complete entries, looked up by structure:
C=CCn1cc(-c2nc3ccccc3s2)c2cc(-c3ccc4c5c(cccc35)C(=O)N(CCN(C)C)C4=O)ccc21 is entered as SK-MEL-2: 101; LOX IMVI: 99; SK-MEL-5: 99; T-47D: 99; SK-MEL-28: 105; HS 578T: 99; BT-549: 106; MDA-MB-435: 106
CN1CCN(c2ccc(Nc3nc(NCCCNS(=O)(=O)c4ccccc4)c4sccc4n3)cc2)CC1 is entered as SK-MEL-2: 106; LOX IMVI: -22*; SK-MEL-5: 25; T-47D: 37; SK-MEL-28: -24*; HS 578T: 80; BT-549: 62; MDA-MB-435: 51
